# Screening results: PubChem BioAssay, several laboratories
# TcdB inh: TcdB glycohydrolase inhibition | TcdB glycohydrolase enzymatic assay, plate reader | inhibition, % at 9.99 µM | 0.24% of 350,000 active; in the data active = inhibition above about 10%
# BH1578 lux ind: induces V. cholerae light production without autoinducers; V. cholerae BH1578 lux reporter, luminescence, 6 h; 0.16% of 350,000 active; activation, % at 18.7 µM; AID 588436; in the data active = activation mostly above about 9.7%, no sharp cut-off; also: not every result past the cut was called active; inactives centre near 0; reference of the scale not given here
# SSB-PriA inh: inhibitors of Klebsiella pneumoniae PriA binding to SSB C-terminal tail; AlphaScreen SSBct-PriA binding, biotinylated peptide; inhibition, % at 33 µM; 0.6% of 430,000 active; AID 1272365; in the data active = inhibition mostly above about 37%, no sharp cut-off; inactive = mostly below about 20%;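 also: plate controls were negative control peptide for no effect and reference peptide for full effect; strong numbers were not always called active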
# Anthrax LF inh2: anthrax lethal factor protease inhibition. P15917. multiplex microsphere protease cleavage assay, LF. inhibition, % at 10 µM. 0.12% of 360,000 active; in the data active = inhibition above about 30%; also: plate controls were buffer without enzyme for full effect and enzyme alone for no effect
# Y pestis TopoI: Y. pestis Topo-I inhibition via cleavage products; 0.064% of 360,000 active; activity, % at 10 µM; AID 504884; Y. pestis Topo-I cleavage product accumulation, plate reader; in the data active = activity above about 50%, passing the limit was not always enough; also: inactives centre near 2
# DUSP3 inh: blocks human VHR1 dual specificity phosphatase | P51452 | recombinant VHR phosphatase, pNPP absorbance | inhibition, % at 13.3 µM | 0.52% of 290,000 active; in the data active = inhibition above about 50%; also: some compounds called inactive have numbers as strong as hits
# PfHsp40 rescue: restores yeast growth despite PfHsp40 toxicity | S. cerevisiae expressing PfHsp40, growth rescue, ATP luminescence | growth rescue, % at 12.5 µM | 0.68% of 340,000 active; in the data active = growth rescue above about 28%, passing the limit was not always enough;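 also: yeast W303a lacking pdr1 and pdr3 grown in galactose medium; growth measured after three days at 30 °C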
# 3CLpro inhibitor: SARS-CoV 3CLpro protease inhibition; P0C6X7; recombinant SARS-CoV 3CLpro, quenched FRET peptide cleavage; inhibition, % at 6 µM; 0.14% of 290,000 active; in the data active = inhibition above about 12%
# Rv3671c inh: inhibits the M. tuberculosis serine protease Rv3671c | P9WHR9 | inhibition, % at 5.96 µM | 0.048% of 320,000 active | AID 2606; in the data active = inhibition above about 38%;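 also: extracellular domain of Rv3671c used as enzyme; 0% = enzyme with DMSO and 100% = no enzyme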
# MazF activator: activators of E. coli MazEF toxin-antitoxin RNase. activation, % at 20 µM. 0.32% of 350,000 active. FAM/BHQ RNA-DNA oligo cleavage fluorescence, 5 h; in the data active = activation above about 50%
# Starred values were filed as active, the others as inactive; i = inactive; · = no result given; & = joins results of further samples. The list is partial; count on the stated rates, not on these rows.
smiles	TcdB inh	Rv3671c inh	DUSP3 inh	BH1578 lux ind	3CLpro inhibitor	PfHsp40 rescue	MazF activator	Anthrax LF inh2	Y pestis TopoI	SSB-PriA inh
COc1ccc(OC)c(NC(=S)N2CCN(Cc3ccccc3)CC2)c1	-0.4	6	15	i	3	-1.2	-1	1	-10	-13
CC(C)Cn1c(N)c(C(=O)CSc2nccn2C)c(=O)n(C)c1=O	-0.6	7	·	-0.6	·	0.4	0	-3	3	-3
O=C(NCCc1ccc(Cl)cc1)C1CCC(=O)N1C1CCCC1 (centres undefined)	·	-5	19	i	-5	-0.7	0	4	1	-12
CCN(CC)CCOc1ccccc1OC	-1.3	1	30	-0.2	0	8.4	-1	-2	-1	-1
Cc1cc(NC(=O)c2cccs2)ccc1NC(=O)Cc1ccccc1	0.5	4	-2	-0.2	7	-0.6	5	-2	-5	-9
Cc1ccc(CSc2nnc(-c3cccnc3)o2)cc1	·	1	9	-2.1	-1	-0.7	9	2	9	-16
Cn1c(=O)oc2cc(S(=O)(=O)N3CCN(c4ccccc4F)CC3)ccc21	0.7	-8	13	0.5	0	0.5	-5	-3	-8	-3
CCCOc1cccc(C(=O)NCCNC(=O)c2ccccn2)c1	0.7	4	-14	1.8	0	-0.8	0	1	3	4
COc1cccc(C2=CC(=O)CC(C)(C)C2)c1OC	0.6	-3	·	i	·	-1.6	-3	-5	4	0
CCC1CCCCN1C(=O)c1ccccc1OC1CCN(S(C)(=O)=O)CC1 (centres undefined)	-0.7	-5	34	-1.6	-5	-0.6	8	4	-8	-12
CCCSc1ccc([C@H]2N[C@@](C)(C(=O)OC)[C@H]3C(=O)N(CC)C(=O)[C@@H]23)cc1	1.1	1	·	i	·	-0.2	7	8	5	-4
CC(C)n1c(C(F)(F)F)nc2cc(C(=O)N3CCCCC3)ccc21	0.9	9	1	i	4	-1.7	0	3	1	-8
Cc1ccnc(NS(=O)(=O)c2ccc(CC(C)C)cc2)c1	0.1	4	11	i	1	-1.5	1	-4	2	-13
NC(=O)NC1NC(=O)NC1=O (centres undefined)	0.3	-9	-15	0.9	0	-0.2	11	-4	1	-11
O=C(CCNC(=O)Cn1ccc2ccccc2c1=O)NCCN1CCN(c2cccc(Cl)c2)CC1	·	-9	-7	0.5	0	-0.8	6	·	15	-4
Cc1ccc(NC(=O)COC(=O)c2ccc3c(c2)OCO3)c(C)c1	0.5	5	18	-4.2	0	-1.4	-9	-7	16	2
CCOc1cc2c(C#N)c(N3CCCCC3)nc(N)c2c(N)n1	·	3	24	i	-9	-1.1	34	-5	-3	11
Cc1cc(C)nc(N2CCC(C(=O)NNC(=O)c3ccccc3)CC2)n1	0.6	-4	8	-0.4	-1	-2.2	12	-3	5	-9
CCn1c(SCC(=O)NCc2ccccc2)nnc1-c1ccccc1O	0.5	-6	-11	-0.8	-2	-0.2	6	-5	-12	1
CCN(CC)c1ccc(N=C2C(=O)Nc3ccccc32)cc1	-4.5	-30	31	i	-2	-0.4	8	-6	6	25
CCN(CC)CCn1cnc2c1c(=O)n(CCOC(=O)c1cc(OC)c(OC)c(OC)c1)c(=O)n2C	3.2	-6	8	-0.4	2	1.8	4	-4	-5	-8
CCCCCCC1CCC(c2nc(-c3ccncc3)no2)CC1 (centres undefined)	·	-1	-15	-0.3	-6	1.4	-3	-1	37	7
CCN(CC(=O)NCc1ccc(F)cc1)C(=O)COc1ccc(C)c(C)c1	·	3	-2	i	-3	2.3	-4	1	3	-4
COc1ccc(OC)c(CN2CCN(C(=O)CNC(=O)c3ccccc3F)CC2)c1	1.0	2	·	-2.9	·	0.3	1	-2	8	-14

# Single records (already shown). Screens in order: TcdB inh, Rv3671c inh, DUSP3 inh, BH1578 lux ind, 3CLpro inhibitor, PfHsp40 rescue, MazF activator, Anthrax LF inh2, Y pestis TopoI, SSB-PriA inh
# CCCSc1ccc([C@H]2N[C@@](C)(C(=O)OC)[C@H]3C(=O)N(CC)C(=O)[C@@H]23)cc1 is entered as 1.1, 1, ·, i, ·, -0.2, 7, 8, 5, -4
# CCN(CC)CCOc1ccccc1OC is entered as -1.3, 1, 30, -0.2, 0, 8.4, -1, -2, -1, -1
# Cc1cc(NC(=O)c2cccs2)ccc1NC(=O)Cc1ccccc1 is entered as 0.5, 4, -2, -0.2, 7, -0.6, 5, -2, -5, -9
# O=C(CCNC(=O)Cn1ccc2ccccc2c1=O)NCCN1CCN(c2cccc(Cl)c2)CC1 is entered as ·, -9, -7, 0.5, 0, -0.8, 6, ·, 15, -4
# Cc1ccc(CSc2nnc(-c3cccnc3)o2)cc1 is entered as ·, 1, 9, -2.1, -1, -0.7, 9, 2, 9, -16

# (further entries)
smiles	TcdB inh	Rv3671c inh	DUSP3 inh	BH1578 lux ind	3CLpro inhibitor	PfHsp40 rescue	MazF activator	Anthrax LF inh2	Y pestis TopoI	SSB-PriA inh
CCOC(=O)C1CCN(C(=O)CCNC(=O)c2ccccc2OC)CC1	0.0	8	1	-3.6	3	-0.1	1	-2	6	-5
C=CCOc1ccc(C2=NO[C@@H]3[C@@H]4C[C@@H]([C@H]5C(=O)N(C)C(=O)[C@@H]45)[C@H]23)cc1	1.8	1	12	-0.6	-3	·	2	-2	6	-10
COc1ccc(C2c3[nH]c4ccccc4c3CCN2C(=O)c2cc3ncccn3n2)c(F)c1 (centres undefined)	0.5	8	19	-0.2	3	-2.1	-2	5	-5	15
CCOP(=O)(OCC)C(Nc1cc(Cl)cc(Cl)c1)c1cccc(O)c1 (centres undefined)	0.8	-2	-4	-0.2	3	0.8	-3	0	6	2
Nc1ccc(S(=O)(=O)Nc2cc(Cl)c(N)c(Cl)c2)cc1	-0.3	·	·	-3.8	·	0.9	9	2	-7	-4
CC(=O)c1cccc(N=Cc2c(O)ccc3ccccc23)c1	3.7	2	17	-0.8	1	-0.7	-13	-3	1	3
C[C@@]12CCC3[C@@](CCC4[C@@]3(C)CCC[C@@]4(C)C(=O)NC3CCCCC3)(CC1=O)C2 (some centres undefined)	-2.9	-5	·	-0.8	·	3.8	2	-2	34	-2
CCCCOC(=O)c1ccc(-c2ccc(/C=N/NC(=S)NCC)o2)cc1	·	-9	10	-0.2	-1	0.3	-4	4	-5	·
Cc1cnc(CN2CCc3c([nH]c4ccccc34)C2C2CCCCC2)[nH]1 (centres undefined)	1.5	4	-4	-0.2	-1	0.3	5	-10	-12	-2
COc1ccccc1N(C)S(=O)(=O)c1ccc(C(=O)OCC(=O)c2c[nH]c3ccccc23)cc1	0.2	-37	-1	-0.2	-2	1.4	1	1	8	-7
COc1ccc(Oc2cc(C)c3ccccc3n2)cc1	·	-9	14	2.0	0	3.0	9	1	7	-75
O=C1c2ccccc2C(=O)N1CCCc1nc2ccccc2c(=O)n1Cc1ccco1	·	-2	28	-0.6	-8	-0.9	5	4	2	-7
COC(=O)c1ccc(CN2C(=O)c3ccccc3C2=O)cc1	0.3	·	39	i	0	-1.0	-3	-5	0	-1
CC1(C)NC(=O)N(CC(=O)OCC(=O)Nc2cc(S(=O)(=O)N3CCCCCC3)ccc2Cl)C1=O	·	-3	0	-0.2	-2	-0.3	7	0	4	-3
CCC(=O)NNc1nc2c(C)c(C)ccc2s1	1.6	4	-3	-0.4	-4	-1.0	10	-7	1	-3
CCc1ccc(NS(=O)(=O)c2c(C)nc3sc(CC)nn3c2=O)cc1	0.8	-1	21	-0.1	-7	0.3	4	-12	12	1
CCC(Oc1ccccc1)C(=O)Nc1ccccc1C(=O)N1CCN(C)CC1 (centres undefined)	-0.8	-4	14	i	2	-2.4	2	0	-3	-13
CSc1ncnc2c1ncn2CCCNCc1ccc2c(c1)OCO2	-0.2	·	·	i	·	·	7	-6	-4	·
COc1ccc(NC(=O)c2ccc(NCC3CCCO3)c([N+](=O)[O-])c2)cc1 (centres undefined)	0.7	0	0	-1.0	0	0.0	8	-1	-5	9
O=C(Cc1cn2ccsc2n1)Nc1ccccc1Oc1ccccc1	·	3	9	-0.6	3	-0.1	0	0	-2	-13
Nn1c(SCC(=O)Nc2ccc(OC(F)F)cc2)nnc(Cc2ccccc2)c1=O	1.8	-5	·	-1.1	·	2.1	-4	1	-4	-7
O=C(OC1CCOC1=O)c1cccc(S(=O)(=O)Nc2ccc(F)cc2)c1 (centres undefined)	-2.8	-6	-13	i	-3	-0.1	0	0	2	-19
CCCCNc1c(-c2ccc(SC3CCCCC3)cc2)nc2ccccn12	0.3	19	·	-1.2	·	19	5	-7&-9	0	12
COC(=O)c1ccc(COC(=O)CNC(=O)CNC(=O)c2ccc(C)cc2)cc1	2.0	8	6	i	-1	-1.7	-1	-6	2	4
O=C1NCC(c2ccccc2)C1C(=O)N/N=C\c1ccc(-c2cccc(Cl)c2Cl)o1 (centres undefined)	·	-38	10	i	1	-0.3	-6	-2	2	·
O=C(CNC(=O)COc1ccccc1)NCc1cccnc1	0.5	-6	2	i	-2	0.7	3	0	3	-10
CC1=C(C/C=C(\C)CCC[C@H](C)CCC[C@H](C)CCCC(C)C)C(=O)c2ccccc2C1=O	-0.5	-5	·	-0.3	·	·	5	-14	3	7
CC(C)(C)NC(=O)c1ccc(COc2ccccc2Br)o1	·	0	24	·	7	-0.1	-3	-6	8	-32
CC1CCN(C(=O)c2ccc3c(c2)C(=O)c2ccccc2-3)CC1	1.1	·	·	-0.8	·	·	-7	5	21	·
Oc1ccccc1CNc1ccc(Br)cn1	·	-4	-4	-0.1	6	3.1	-4	-4	-4	-24
CSc1ccc(-c2nc(O)c3cnccn23)cc1	-1.2	-16	17	-0.3	2	1.1	5	0	1	1
COc1ccccc1CNC(=O)COC(=O)Cc1c[nH]c2ccccc12	1.0	1	·	i	·	0.2	0	·	-2	-5
CCCNc1nc(N2CCCC2)nc(N2CCCC2)n1	0.1	-2	35	-0.3	2	-1.7	8	-3	-3	-4
CC(C)Cc1cc(C(=O)Nc2cc(C(F)(F)F)ccc2Cl)no1	·	-5	10	-1.7	2	0.9	-3	-6	23	-12
O=C(Cn1nc(-c2ccccc2)c2ccccc2c1=O)NCCN1CCOCC1	·	4	22	-2.0	-2	-1.3	3	-3	1	2
CC(/C=C1\SC(=O)N(CC(=O)Nc2ccc(O)cc2)C1=O)=C\c1ccccc1	0.5	-15	10	-0.5	6	0.4	-1	-4	0	-7&-8
CCOCCCNC(=O)/C(C#N)=C/c1ccc(C(=O)OC)cc1	0.1	-11	2	i	1	-0.3	-14	3	1	10
CCc1ccccc1NC(=O)C(CC)Sc1nc2cc3c(cc2c(=O)n1Cc1ccco1)OCO3 (centres undefined)	·	-1	0	2.1	-2	0.5	13	-6	5	-17
CCC12CCCN3CCC4(C(=C(C(=O)OC)C1)Nc1ccccc14)C32 (centres undefined)	·	·	3	-0.8	-1	-0.1	1	0	18	8
CCn1c(SCC(=O)Nc2ccc(OC)cc2OC)nc2nc3c(cc2c1=O)COC(C)(C)C3	0.6	2	17	-0.6	-1	1.3	4	-17	16	-1
COc1ccc(C(=O)COC(=O)c2ccccc2NS(=O)(=O)c2ccc(O)c([N+](=O)[O-])c2)cc1	1.6	-21	19	-0.6	5	-0.4	2	1	18	3
Cn1cnc2cc(NC(=O)c3ccc(Cl)cc3)ccc21	1.6	-3	29	-0.2	33*	-0.7	-4	1	-1	-16
COC(=O)C(C)Sc1snnc1-c1ccccc1 (centres undefined)	·	-5	-8	i	-2	-0.8	15	-2	6	-35
CCN(C[C@H]1N[C@@](CC)(C(=O)OC)[C@H]2C(=O)N(C)C(=O)[C@@H]12)S(=O)(=O)c1ccc(C(F)(F)F)cc1	-1.1	-3	·	i	·	1.0	7	-20	-4	-4
COc1cc(C(=O)Oc2cccc(Nc3ncnc4ccccc34)c2)cc(OC)c1OC	-0.1	-47	17	-7.1	4	1.0	-1	5	-8	-4
